Ins promoter up: insulin promoter activators in MIN6 cells, imaging, high-content screening, mouse beta cells | MIN6 insulin promoter-GFP reporter; active compounds read high | z-score at 5 µM | 0.3% of 190,000 active | AID 1625, 2009;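 active means z-score above 3 at 5 µM with at least 500 cells counted in the well; inconclusive means wells under 500 cells, flagged as cytotoxic or low count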
Yfh1-off respiration: enhancers of respiration in Yfh1-depleted yeast, dose response, Friedreich's ataxia, plus single-dose screen (AID 1465); S. cerevisiae Yfh1-off respiration, WST-1 reduction, 72 h; higher fold induction means a stronger effect; fold induction at 50 µM; hits with a dose series show EC50 in µM; 0.074% of 220,000 active;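 active means fold induction of absorbance versus untreated yeast above a set limit, then at least 30% activation at any dose in follow-up; inconclusive means repeats straddling the limit, or above it without dose testing; inactive means fold induction below the set limit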;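 further: activators that raise dye reduction in frataxin-depleted yeast; strong numbers were not always called active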
CSM14.1 death rescue: rescue of cells from ER stress-induced death, primary screen, 384-well, CSM14.1, thapsigargin, ATP luminescence (AID 1222) | 190,000 tested, under 10 active | CSM14.1 thapsigargin-induced death rescue, ATP luminescence; higher % means a stronger effect | cellular ATP content (survival), % at 20 µM; hits with a dose series show EC50 in µM;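 active means EC50 below 50 µM in the dose-response confirmation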;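 further: death triggered by thapsigargin at about 15 µM added after 2 h compound pretreatment; cell ATP read after overnight thapsigargin exposure of roughly 18 to 22 hours; normalized against plate controls of thapsigargin alone and 5% DMSO vehicle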
Lipid droplet: inhibitors of hepatocyte lipid droplet formation, primary screen, imaging, high-throughput imaging, BODIPY stain; 0.4% of 240,000 active; AML12 mouse hepatocytes, oleate lipid droplets; inhibition, % at 6.5 µM;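 active means lipid droplet intensity inhibited by at least 50%, with more than 500 cells counted; inconclusive means wells with under 300 cells, treated as cytotoxic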
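Test system: AML12 hepatocytes (mouse); reagent: oleate loading, 100 µM; dosing: one dose, 6.5 µM compound; incubation: overnight exposure; signal: fluorescence imaging, 20x objective, two fields per well; read-out basis: % inhibition of corrected integrated BODIPY droplet signal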
Autophagy HCS: autophagy modulators in MEF cells, primary screen, imaging, high-content, MEF GFP-LC3; MEF GFP-LC3 puncta imaging; test concentration mostly 10 µM; calls only at 10 µM (by protocol); 0.98% of 190,000 active; AID 463193, 2010;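 active means percentage of spot-positive cells more than 3 SD above its plate mean, without a fluorescence outlier flag or 80% toxicity; inconclusive means no clear call, values can overlap the other calls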;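 further: spot-positive cell cutoff set from DMSO-treated cells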
M17LAP inhibition: P. falciparum M17LAP inhibitors, primary screen, biochemical, fluorogenic H-Leu-NHMec substrate, 1536-well (AID 1619); one-dose inhibition, % at 30 µM; IC50 in µM for titrated hits; 0.38% of 220,000 active; recombinant M17LAP, H-Leu-NHMec fluorogenic kinetic assay; higher % means a stronger effect;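 active means compound inhibiting the enzyme by more than half at any dose during confirmatory dose-response retesting; inconclusive means strong single-dose inhibitors picked by rank but not retested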;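 further: plate controls were full reaction with DMSO carrier for no effect and no enzyme background for full effect; strong numbers were not always called active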
Dynein transport: inhibitors of GR-EGFP nuclear translocation, primary screen, dynein cargo transport inhibitor project, imaging, high-content, 3617.4 mouse cells | z-score, hits read low | AID 1381, 2008 | test concentration mostly 20 µM; stimulated with dexamethasone, 1 µM; active compounds read low | 0.47% of 220,000 active;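 active means plate z-score of nuclear minus cytoplasmic receptor signal below a set negative limit, without overly bright fluorescence or cell loss, cut at about -3.5 in these data, passing the limit was not always enough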;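 further: z-score of nuclear minus cytoplasmic ring GR-EGFP intensity difference per well; some compounds called inactive have numbers as strong as hits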
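Medium: Induction medium lacking tetracycline, stripped serum | Probe or stimulus: 1.0 µM final dexamethasone stimulus | Schedule: 48 h induction, then 1 h compound, then 30 min agonist, 37 °C | Signal: Automated 10x imaging of fixed Hoechst-stained cells | Evaluation: Per-cell GR-EGFP intensity, nucleus versus surrounding cytoplasmic ring, well-averaged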
P. falciparum M1AAP: P. falciparum M1AAP inhibitors, biochemical, fluorogenic H-Leu-NHMec substrate, 1536-well (AID 1445); Aminopeptidase N (Plasmodium falciparum (isolate 3D7)); recombinant M1AAP, H-Leu-NHMec fluorogenic kinetic assay; higher % means a stronger effect; inhibition, % at 30 µM; hits with a dose series show IC50 in µM; 0.42% of 220,000 active;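 active means primary inhibition above the hit cutoff, then over 50% inhibition at one or more dose response concentrations, cut at about 23% in these data, passing the limit was not always enough; inconclusive means conflicting primary data, or primary hits not chosen for dose response; inactive means low primary inhibition, or under 50% at every dose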;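 further: plate controls were DMSO full reaction for no effect and no enzyme background for full effect; strong numbers were not always called active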
MT stabilize HCS: microtubule stabilizers in HeLa cells, primary screen, imaging, high-content imaging; HeLa tubulin immunostaining HCS, 24 h; share of cells brighter than vehicle mean+2SD; % tubulin-high responders, % at 10 µM; 0.83% of 200,000 active; AID 2205, 2009;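 active means plate Z-score above 3 for both tubulin-high and condensed-nucleus cell shares, with cell loss under 80%, at 10 µM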;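 further: anti alpha tubulin signal scored within the nucleus-defined area of each cell; some results filed as inactive read as strong as hits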
Dynein transport cytoplasmic EGFP: further read-out of Dynein transport, marked with its call; z-score; measured here: cytoplasmic GR-EGFP intensity; active compounds read high
Dynein transport nuclear GR-EGFP: further read-out of Dynein transport, marked with its call; z-score; measured here: nuclear GR-EGFP intensity;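 lower value marks the stronger effect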
Dynein transport cell count: recorded beside Dynein transport, whose call it bears; z-score; measured here: cell count per field
Ins promoter up cell count: further read-out of Ins promoter up, marked with its call; cell count; measured here: cytotoxicity, nuclei count;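 total cells summed across four imaged fields per well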
Lipid droplet cells 6.5 µM: further read-out of Lipid droplet, marked with its call; cell count; measured here: cell count, cytotoxicity flag;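 cells counted across two imaged fields per well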
MT stabilize HCS Hoechst-high %: further read-out of MT stabilize HCS, marked with its call; % Hoechst-high responders; measured here: nuclear condensation Hoechst responders;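 share of cells brighter than vehicle mean plus two SD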
MT stabilize HCS cytotoxicity %: also measured in MT stabilize HCS; calls as there; toxicity, %; measured here: cytotoxicity by cell density;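 0% = mean cell density of plate MIN control wells and 100% = no cells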
Autophagy HCS cell loss 18 h: also measured in Autophagy HCS; calls as there; toxicity, %; measured here: cell loss, nuclei count;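 cell loss after 18 h compound exposure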
Starred values were filed as active, the others as inactive; i = inactive; ? = inconclusive; . = no result given; + = active, no number. Rows were taken by chance; overall some 3.5% were active at least once.

SMILES	Ins promoter up	Ins promoter up cell count	Yfh1-off respiration	CSM14.1 death rescue	Lipid droplet	Lipid droplet cells 6.5 µM	Autophagy HCS	Autophagy HCS cell loss 18 h	M17LAP inhibition	Dynein transport	Dynein transport cytoplasmic EGFP	Dynein transport nuclear GR-EGFP	Dynein transport cell count	P. falciparum M1AAP	MT stabilize HCS	MT stabilize HCS Hoechst-high %	MT stabilize HCS cytotoxicity %
CC1CCc2c(sc3ncnc(N4CCOCC4)c23)C1 (centres undefined)	-0.21	1387	i	-1.1%	-5.8	705	i	3.8	17.3%	0.264	-0.141	0.336	0.499	-0.5%	2.6	1.1	5.7
C/C(Cl)=C\Cn1c(O)c(N=NC(N)=S)c2cc(Br)ccc21	-0.7	1134	i	1.6%	-1.0	682	i	4.7	-11.4%	-0.204	-0.301	-0.187	1.12	?	2.9	3.3	1.4
COc1ccc(/C=N/Nc2ccc([N+](=O)[O-])cc2S(=O)(=O)N2CCN(C)CC2)cc1	0.19	1365	i	-0.1%	35.3	654	+	-15.7*	9.3%	-0.749	6.66	1.4	0.566	-1.6%	2.2	3.8	5.2
COc1ccccc1NC(=O)c1cc(C)nc2ccccc12	0.41	1512	i	-0.5%	13.5	670	i	-6.0	7.0%	-1.09	-0.0967	-0.221	-0.00288	2.0%	0.8	0.7	5.6
COc1ccc(OC)c(NC(=O)Cc2coc3cc(C)cc(C)c23)c1	-0.62	912	i	-1.3%	7.3	778	i	-9.7	8.1%	-0.634	-0.304	-0.223	0.882	1.4%	1.9	1.5	6.5
CCC(CC)NC(=O)C1CCN(S(=O)(=O)c2cccs2)CC1	0.09	867	i	-4.5%	-2.4	831	i	-13.2	9.5%	0.748	-0.214	0.855	0.455	10.5%	1.6	1.6	7.5
Cc1occc1-c1nnc(SCC(=O)N2CCCCC2)o1	-0.36	1526	i	-1.3%	9.0	706	i	-9.0	18.5%	-0.394	0.00727	0.00938	0.649	6.8%	3.4	1.8	9.8
Cc1ccc2c(c1)N(CC(=O)NCc1cccs1)C(=O)CO2	0.61	1480	i	1.4%	.	.	i	-0.7	12.0%	0.189	-0.202	0.361	0.22	10.2%	3.4	2.0	8.5
CCN(CC)c1ccc(/C=N/n2c(-c3ccccc3Br)n[nH]c2=S)cc1	-0.68	944	i	.	-0.3	721	.	.	0.2%	0.32	-0.216	0.582	-0.365	8.6%	.	.	.
CCc1ccc(C2CC(c3ccccc3C)n3nc(N)nc3N2)cc1 (centres undefined)	.	.	i	.	3.9	672	i	-3.5	-1.2%	0.589	-0.148	0.483	0.442	-1.0%	3.4	2.5	9.4
COc1ccc(/C(=N\Nc2ccccc2C(=O)O)c2ccccc2)cc1	0.07	1149	i	-1.0%	-4.3	741	i	3.1	22.3%	0.956	0.224	1.25	-1.24	16.6%	3.6	2.1	5.1
CCCCN(C)CCCNC(=O)CC1Oc2ccccc2NC1=O (centres undefined)	.	.	i	.	5.7	661	.	.	8.0%	-0.214	-0.196	0.151	-0.196	4.9%	6.5	1.7	7.2
CCOC(=O)c1nc2cc3n(c(C)c-2c1C)C(C)C(C)=C3C (centres undefined)	0.09	1854	i	-2.1%	3.2	625	i	14.4	-25.6%	0.0128	-0.21	0.522	0.99	-3.7%	4.2	1.7	9.2
CCOC(=O)C1=C(C)N=c2s/c(=C\c3cc(OC)c(OC)c(OC)c3)c(=O)n2C1/C=C/c1ccccc1 (centres undefined)	-0.43	1368	i	7.4%	14.6	612	i	12.5	6.2%	0.505	1.54	0.632	-0.216	8.4%	7.4	1.7	9.8
Cc1cccc(-n2c(=O)[nH]c3c(C(N)=O)nc(-c4ccccc4Cl)nc32)c1	0.97	1509	.	0.2%	-6.5	646	i	-12.6	-8.2%	-0.345	-0.227	0.102	0.814	0.9%	2.6	3.2	8.4
CCN(CC)S(=O)(=O)c1ccc(Nc2ccc(-c3ccc4c(c3)OCCO4)nn2)cc1	1.04	1144	i	2.1%	.	.	i	-4.8	4.6%	0.198	-0.186	-0.776	0.0319	10.0%	2.5	1.8	3.9
CC(C)(C)NC(=O)CSc1nnc(Cc2ccc3c(c2)OCO3)n1C1CCCCC1	-0.07	1479	i	-1.6%	.	.	i	10.4	-2.4%	-0.096	-0.265	0.189	-0.267	4.0%	6.1	4.2	6.4
O=C(c1csc2ccccc12)N1CCCCCC1	-4.36	808	i	4.8%	.	.	i	-4.7	4.2%	-0.221	-0.189	0.167	0.5	2.7%	2.5	1.6	2.9
COc1ccc2c(c1OC)C(C1c3c(cc4c(c3OC)OCO4)CCN1C)OC2=O (centres undefined)	0.13	994	i	0.1%	-3.7	704	i	41.0	-8.7%	0.12	-0.161	0.626	-1.83	5.3%	7.1	2.1	0.6
CNc1nc(SC)nc2ccccc12	-1.23	1496	i	-1.8%	33.8	706	i	19.3	1.3%	3.11	-0.205	2.08	-1.7	5.7%	4.2	2.0	13.5
C=CCOC(=O)C(=O)/C=C/c1csc2ccccc12	1.41	1405	i	-0.9%	4.8	657	i	16.3	5.2%	-0.00817	-0.0793	0.315	-0.304	1.9%	2.0	1.2	4.7
COc1cccc(CC(NC(C)=O)C(=O)NC2CCN(c3c(Cc4ccccc4)c(C)nc4ncnn34)CC2)c1 (centres undefined)	-1.02	1202	i	-2.2%	-11.9	759	i	-5.6	9.8%	0.0266	-0.123	0.989	-0.682	7.9%	4.5	1.9	5.4
O=C(O)c1cccc(Cl)n1	-0.21	1161	i	.	1.9	728	.	.	7.3%	0.26	-0.277	0.0896	0.398	1.8%	.	.	.
O=C(Nc1nnc(C2CC2)s1)C1CCCCN1S(=O)(=O)c1ccccc1 (centres undefined)	-0.73	1245	i	-0.4%	-3.9	706	i	-8.6	-13.4%	-0.65	-0.309	0.0343	0.048	1.1%	2.2	2.0	9.1
CCN(CC)S(=O)(=O)c1ccc(Cl)c(C(=O)Nc2nncs2)c1	-0.43	1253	i	2.0%	-8.4	736	i	-0.5	18.6%	-0.846	-0.226	-0.298	0.241	8.7%	1.8	3.2	8.6
O=C(c1ccc(N2C(=O)CCC2=O)cc1)N1CCOCC1	-0.31	1314	i	0.8%	.	.	i	-9.5	-3.4%	-1.11	-0.171	-0.186	0.0689	-3.8%	4.3	3.3	10.5
Cn1c(SCC(=O)O)nnc1-c1cccc(NC(=O)c2cccc3ccccc23)c1	-0.03	1162	i	.	-1.3	713	.	.	2.0%	-0.901	-0.274	-0.436	1.19	4.4%	.	.	.
CN(C)c1c(-c2ccccc2)cc(-c2ccccc2)[nH]c1=O	0.16	1072	i	.	18.2	666	.	.	16.2%	-1.53	-0.0771	-0.384	-0.733	3.8%	.	.	.
COc1ccc2cc(CN(CCc3ccccc3)Cc3nnnn3Cc3ccco3)c(=O)[nH]c2c1	-1.18	1249	i	-0.9%	.	.	i	7.7	21.7%	-0.206	-0.215	0.0999	-0.0648	14.1%	4.2	2.6	7.5
COc1ccc([N+](=O)[O-])cc1N(CC(O)CN(C)C)S(=O)(=O)c1ccccc1 (centres undefined)	0.07	1352	i	1.6%	-12.5	521	i	-1.7	2.7%	3.14	-0.115	1.95	-1.94	8.0%	3.0	3.4	9.1
CC1(C)CC(NNCCC#N)=CC(=[N+]2CCCC2)C1	0.68	1183	i	0.7%	-5.5	675	i	6.3	0.4%	0.77	0.867	1.41	-2.09	-1.7%	1.0	1.5	2.2
S=c1[nH]nc(-c2cc(-c3ccccc3)n[nH]2)n1/N=C/c1c(Cl)cccc1Cl	0.15	1428	i	.	9.6	712	.	.	5.0%	-0.448	-0.182	-0.218	0.0302	9.2%	.	.	.
CC1CCN(C(=O)/C(=C\c2cccs2)NC(=O)c2ccccc2)CC1	0.78	1475	i	2.7%	10.4	695	i	5.5	16.3%	-0.249	-0.298	-0.136	0.496	1.0%	2.1	1.3	4.1
Cc1ccc(CCNC(=O)NC(C)(C)C)cc1	-0.53	1354	.	-3.1%	1.1	700	i	1.2	5.6%	-0.926	-0.226	-0.386	-0.079	-2.3%	1.1	1.5	7.0
Cc1sc2nc(COC(=O)c3ccc(N4CCCC(C)C4)c([N+](=O)[O-])c3)[nH]c(=O)c2c1C (centres undefined)	0.2	1411	i	0.6%	1.0	718	i	-10.0	9.5%	-1.11	-0.261	-0.861	0.819	-1.9%	2.0	2.9	5.8
COCCCN1C(=O)c2[nH]nc(-c3cc(C)cc(C)c3O)c2C1c1ccc(O)c(OC)c1 (centres undefined)	.	.	i	-0.6%	.	.	i	5.5	-2.2%	-0.464	-0.307	-0.611	0.345	6.7%	3.7	2.7	10.9
C1CC1Cc1noc(CN2CCN(CC3CC3)CC2)n1	-0.39	1410	i	0.6%	-1.2	702	i	-0.1	-16.1%	-0.463	-0.22	-0.282	0.354	-4.7%	2.3	2.3	6.8
Cc1cc(C)nc(N2CCCC(C(=O)NC(C)CCc3ccco3)C2)n1 (centres undefined)	0.32	1104	i	1.4%	.	.	i	21.6	2.6%	1	-0.344	0.825	-0.305	7.3%	3.5	2.5	21.6

From PubChem
